Screening results as filed in PubChem BioAssay.
TRHR PAM – qHTS for Small Molecule Agonists and Allosteric Enhancers of Human TRH Receptor: Primary Screen for Enhancers. Thyrotropin-releasing hormone receptor (Homo sapiens), P34981. enhancement, % at 2 µM. TRHR cells, fluo-8 calcium fluorescence, EC20 TRH enhancement. AID 493056, 2011. 360,000 compounds, 0.66% hits; in the data active = enhancement above about 30%; note: 0% is about no effect
Target sequence (P34981 whole entry, looked up): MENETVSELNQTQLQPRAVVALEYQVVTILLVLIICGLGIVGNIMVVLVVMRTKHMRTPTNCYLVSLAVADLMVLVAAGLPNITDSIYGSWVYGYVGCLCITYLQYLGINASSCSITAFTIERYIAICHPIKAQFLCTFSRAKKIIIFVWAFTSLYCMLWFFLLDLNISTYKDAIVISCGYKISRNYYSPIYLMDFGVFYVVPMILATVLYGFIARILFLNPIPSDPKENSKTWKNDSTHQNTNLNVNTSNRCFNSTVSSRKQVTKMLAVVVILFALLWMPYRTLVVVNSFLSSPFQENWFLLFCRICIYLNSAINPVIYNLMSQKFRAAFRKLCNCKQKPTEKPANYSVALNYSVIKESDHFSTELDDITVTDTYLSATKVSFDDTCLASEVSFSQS
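Enhancer read-out: after compound pinning and an initial kinetic agonist-mode read, an EC20 of TRH (10 nM final) was injected and fluo-8 calcium signal (Ex 480/Em 530) followed at 1 s/cycle for 100 cycles in TRHR-expressing cells.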
D2 agonist – HTS Assay for Allosteric Agonists of the Human D2 Dopamine Receptor: Primary Screen for Agonists | HEK293 T-REx D2 cells, calcium flux agonist mode | 340,000 compounds, 0.53% hits | activation, % at 2 µM;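 active = activation over 3 SD above normal in the single-dose calcium agonist read, cut at about 30% in these data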; note: 0% is about no effect
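Agonism is scored from calcium flux in a force-coupled, inducible HEK293 cell line expressing D2, read kinetically for 180 s after compound addition against dopamine controls.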
RXFP1 antag – qHTS Assay for Antagonists of the Relaxin Receptor RXFP1 | 350,000 compounds, 0.59% hits | activity change, negative = inhibition, % at 57.5 µM | AID 1259400, 2018 | HEK293-RXFP1, relaxin-stimulated cAMP HTRF, 30 min; active compounds read low | Relaxin receptor 1 (Homo sapiens), Q9HBX9;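 active = activity change of -60% or lower, but not beyond a set lower limit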; note: % is set by controls: 0 for no effect and ±100 for the full control effect
D1 agonist – Allosteric Agonists of the Human D1 Dopamine Receptor: qHTS; D(1A) dopamine receptor (Homo sapiens), P21728; HEK293 T-REx D1 cells, calcium flux, agonist mode; activation, % at 2 µM; 360,000 compounds, 1% hits; note: 0% is about no effect
Target sequence (P21728 whole entry, looked up): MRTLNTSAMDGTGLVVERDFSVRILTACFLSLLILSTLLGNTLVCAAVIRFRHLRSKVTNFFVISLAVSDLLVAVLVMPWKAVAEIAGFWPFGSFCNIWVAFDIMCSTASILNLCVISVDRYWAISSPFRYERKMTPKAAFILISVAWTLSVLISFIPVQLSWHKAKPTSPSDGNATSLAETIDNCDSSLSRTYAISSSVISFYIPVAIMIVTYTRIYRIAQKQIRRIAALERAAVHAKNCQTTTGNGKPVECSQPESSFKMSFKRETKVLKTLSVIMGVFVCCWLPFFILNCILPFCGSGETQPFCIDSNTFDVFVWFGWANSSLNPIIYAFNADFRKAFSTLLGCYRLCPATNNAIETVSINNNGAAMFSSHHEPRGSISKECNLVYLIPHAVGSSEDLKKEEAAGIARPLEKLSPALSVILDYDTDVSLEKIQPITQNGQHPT
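Inducible HEK293 T-REx D1 cells, force-coupled to calcium signalling, were plated at 4000 cells/well with tetracycline and held overnight at 30 C. After no-wash calcium dye loading, compound-evoked calcium rise over 180 s flagged agonists.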
D1 antagonist – Antagonist of Human D 1 Dopamine Receptor: qHTS; HEK293 TREx D1 cells, calcium flux, dopamine EC80; active compounds read low; activity change, negative = inhibition, % at 10 µM; 360,000 compounds, 3.2% hits; AID 504652, 2011; in the data active = activity change below about -30%; note: % is set by controls: 0 for no effect and ±100 for the full control effect
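Cells carrying a force-coupled, tetracycline-inducible human D1 receptor report calcium flux. Each well gets a 10 s baseline, compound with 180 s monitoring, then an EC80 dopamine stimulus with a second 180 s kinetic read.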
D2 antag – HTS Assay for Allosteric Antagonists of the Human D2 Dopamine Receptor: Primary Screen for Antagonists; D(2) dopamine receptor (Homo sapiens), P14416; HEK293 TREx D2 cells, calcium flux, dopamine EC80; inhibition, % at 10 µM; 340,000 compounds, 2% hits; AID 485344, 2010; in the data active = inhibition above about 30%; note: 0% is about no effect
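Compounds are added to dye-loaded, induced HEK293 T-REx cells coupled to calcium release via D2; after a 3 min kinetic read an EC80 dopamine stimulus is given and fluorescence is recorded for 3 more min.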
D1 PAM – Potentiators of Human D1 Dopamine Receptor: qHTS | 360,000 compounds, 0.036% hits | potentiation, % at 10 µM | D(1A) dopamine receptor (Homo sapiens), P21728 | HEK293 TREx D1 cells, calcium flux, dopamine EC20 potentiation; in the data active = potentiation above about 30%; note: 0% is about no effect
TRHR ag – qHTS for Small Molecule Agonists and Allosteric Enhancers of Human TRH Receptor: Primary Screen for Agonists | 360,000 compounds, 0.18% hits | activation, % at 2 µM | TRHR cells, calcium flux fluo-8, FDSS agonist mode; note: 0% is about no effect
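Agonist-mode FDSS calcium read (Ex 480/Em 530, 1 s cycles) in 1536-well TRHR cells with fluo-8 dye, after 10-cycle baseline and 23 nL compound addition; TRH at EC20 (10 nM final) added afterwards for the enhancer phase.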
D2 potentiator – HTS Assay for Positive Allosteric Modulators of the Human D2 Dopamine Receptor: Primary Screen for Potentiators; 340,000 compounds, 0.34% hits; HEK293 T-REx D2, calcium flux, EC20 dopamine potentiation; potentiation, % at 10 µM; AID 485347, 2010; D(2) dopamine receptor (Homo sapiens), P14416;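 active = potentiation over 3 SD above the plate norm, cut at about 30% in these data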; note: 0% is about no effect
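Calcium flux readout, no-wash dye, 1 read/s. Inducible HEK293 Trex D2 line, overnight 30 C. Compound alone 180 s (agonist flags), then EC20 dopamine, another 180 s to score potentiation.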
* = called active by the depositor; / = not tested or not shown. Cut-off read from the data, not from the text of the source, unless noted: active = activation above about 30%; inactive = the rest.

Each structure is followed by: TRHR PAM	D2 agonist	RXFP1 antag	D1 agonist	D1 antagonist	D2 antag	D1 PAM	TRHR ag	D2 potentiator
[1] Cc1ccc(/C(=N/Nc2ncnc3ccccc23)C(=O)O)cc1
 : -13	0.1	-5	8	-26	23	-3	-1.2	5
[2] Cc1ccc(N(C)S(=O)(=O)c2ccc3[nH]c(=O)ccc3c2)cc1
 : -2	1.6	7	2	-14	/	-1	0.4	-17
[3] CCSCCNC(=O)c1cc(-n2cnnc2)ccc1Cl
 : -2	0.0	-4	4	6	7	0	0.5	17
[4] Cc1onc(-c2c(F)cccc2Cl)c1C(=O)NCc1ccc(F)cc1
 : 22	0.5	5	27	12	-10	3	-1.0	20
[5] CCc1ccc(N2CC(C(=O)N/N=C/c3ccccc3OC)CC2=O)cc1 (configuration not stated)
 : 2	-1.0	-21	1	-9	-8	-2	-2.4	1
[6] CC(C)=CC(=O)N1CCC(N2CCC(C(=O)NCC3CCCO3)CC2)CC1 (configuration not stated)
 : 1	1.1	-3	1	15	-2	-7	0.7	6
[7] CCOC(=O)CCc1nn(C)c(=O)c2ccccc12
 : -2	-0.9	-9	5	-7	8	4	1.2	-6
[8] O=C(C1CCN(S(=O)(=O)c2cccs2)CC1)N1CCN(Cc2ccccc2)CC1
 : 4	0.8	0	1	-14	-9	-2	-0.1	4
[9] Cc1occc1C(=O)Nc1cccc(C(=O)O)c1
 : 6	1.1	23	-1	/	-23	-4	0.4	8
[10] CCOC(=O)c1ccc(NC(=O)CC2Nc3cccc4cccc(c34)NC2=O)cc1 (configuration not stated)
 : 20	-0.3	-19	4	-3	/	-1	-0.7	/
[11] C/C(=N\N(Cc1ccccc1)c1ccccc1)c1cccnc1
 : 0	0.7	-9	1	-3	-16	-7	-1.0	-2
[12] CC1C/C(=N\Nc2ccc(S(N)(=O)=O)cc2[N+](=O)[O-])CC(C)(C)C1 (configuration not stated)
 : -5	-0.4	-7	-1	7	-2	3	-0.5	-11
[13] COCCNC(=O)Cn1cnc2ccc(S(=O)(=O)N3CCC(C)CC3)cc2c1=O
 : 1	-1.8	-1	3	6	1	0	-0.6	4
[14] O=C(CSc1nnc(-c2ccncc2)o1)NC1C2CC3CC(C2)CC1C3 (configuration not stated)
 : 31*	0.2	-10	2	5	-10	-4	-0.3	-2
[15] CCn1cc(CN2CCCC(C(=O)Nc3ccc(-c4nc5ccccc5[nH]4)cc3)C2)c(C)n1 (configuration not stated)
 : 9	0.1	-2	2	-14	-4	-9	-0.2	-14
[16] COc1ccccc1N1CCN(C(=O)c2cc3c(=O)n(Cc4cccs4)ccc3nc2C)CC1
 : 6	-0.2	-21	1	4	/	-8	-0.3	22
[17] Cc1cccc(S(=O)(=O)C(C#N)c2nc3ccccc3nc2N2CCCC2)c1 (configuration not stated)
 : -4	4.7	4	34*	-8	18	-9	8.3	-10
[18] CC(=O)N/C(=C\c1ccccc1)C(=O)OCC(=O)N1CCCCCC1
 : -6	-0.5	1	3	14	-11	2	-1.1	-2
[19] Oc1ccc(/C=N/N2CCN(Cc3ccccc3)CC2)cc1
 : 1	0.0	8	10	1	-12	-8	0.8	1
[20] O=C(Nc1ccc(Cl)c(S(=O)(=O)N2CCOCC2)c1)C1CCC1
 : 3	1.1	-10	4	-6	0	2	0.9	1
[21] CCCc1c(C)[nH]c2ccccc2c1=O
 : 2	/	-8	0	2	7	0	0.3	5
[22] COc1ccccc1CNC(=O)C/C(C)=N/NC(=O)Cc1ccccc1
 : 41*	0.4	-14	2	-7	-20	4	0.6	-5
[23] O=C(Cc1ccsc1)NNC(=O)c1ccccc1Cl
 : 1	0.4	32	3	7	1	3	-0.1	13
[24] Cc1cc(C)c(OCCCCNCc2ccccc2)c(Cl)c1
 : 3	-0.7	-107*	8	1	49*	-3	1.2	-14
[25] O=C(NCc1ccc2c(c1)OCO2)C1CCC(CNS(=O)(=O)c2ccc(Cl)cc2)CC1 (configuration not stated)
 : 2	-0.4	-13	3	1	0	-2	-0.2	13
[26] CCOC(=O)N1CCN(C(=O)COc2ccc3c(c2)C(=O)CC(C)(C)O3)CC1
 : 2	0.0	1	2	23	16	-3	-0.2	6
[27] COc1cc(NS(=O)(=O)c2ccc3oc(=O)c4ncn(C)c4c3c2)cc(OC)c1
 : -1	0.1	4	1	-4	/	1	-0.6	6
[28] CCc1ccc(NC(=O)C2C3/C=C\CCCCC32)cc1 (configuration not stated)
 : 24	-1.2	14	1	-25	-9	0	-2.0	-5
[29] Cc1cc(C)c(S(=O)(=O)N2CCN(c3ccc([N+](=O)[O-])c(-n4nc(C)cc4C)c3)CC2)c(C)c1
 : 4	-0.6	3	1	-20	-14	1	-0.5	-3
[30] CC1CCCC(C)N1C(=O)COC(=O)c1n[nH]c(=O)c2ccccc12 (configuration not stated)
 : 7	/	0	0	4	/	-6	0.3	/

3 entries from above, with one line to a screen:
16) COc1ccccc1N1CCN(C(=O)c2cc3c(=O)n(Cc4cccs4)ccc3nc2C)CC1
17) Cc1cccc(S(=O)(=O)C(C#N)c2nc3ccccc3nc2N2CCCC2)c1 (configuration not stated)
18) CC(=O)N/C(=C\c1ccccc1)C(=O)OCC(=O)N1CCCCCC1

entry no.,16,17,18
TRHR PAM,6,-4,-6
D2 agonist,-0.2,4.7,-0.5
RXFP1 antag,-21,4,1
D1 agonist,1,34*,3
D1 antagonist,4,-8,14
D2 antag,/,18,-11
D1 PAM,-8,-9,2
TRHR ag,-0.3,8.3,-1.1
D2 potentiator,22,-10,-2

The listing picks up with the two entries that preceded the break.
Each structure is followed by: TRHR PAM	D2 agonist	RXFP1 antag	D1 agonist	D1 antagonist	D2 antag	D1 PAM	TRHR ag	D2 potentiator
[29] Cc1cc(C)c(S(=O)(=O)N2CCN(c3ccc([N+](=O)[O-])c(-n4nc(C)cc4C)c3)CC2)c(C)c1
 : 4	-0.6	3	1	-20	-14	1	-0.5	-3
[30] CC1CCCC(C)N1C(=O)COC(=O)c1n[nH]c(=O)c2ccccc12 (configuration not stated)
 : 7	/	0	0	4	/	-6	0.3	/
[31] O=c1c2[nH]c3ccc(F)cc3c2ncn1CCC1=CCCCC1
 : -2	-0.6	-1	2	3	-10	11	0.2	11
[32] C=Cc1ccc2c(c1)OCCOCCOCCOCCOCCO2
 : -6	0.5	-13	1	-6	3	-4	0.6	-2
[33] CCN(Cc1nc(-c2ccc(OC)cc2)oc1C)S(=O)(=O)c1ccc(Cl)cc1
 : 1	1.9	6	2	-2	/	-1	0.8	3
[34] O=C(CSc1ncnc2scc(-c3ccccc3)c12)NC1CCS(=O)(=O)C1 (configuration not stated)
 : 17	0.3	-8	0	-8	-38	-2	-1.0	12
[35] COc1ccc(-c2cc(O)cc(O)c2)cc1
 : 5	-4.6	5	5	-14	-4	-4	0.1	8
[36] O=C(Nc1ccnn1C1CCN(C/C=C/c2ccccc2)CC1)c1ccccc1
 : 0	5.1	-1	3	13	-4	5	0.7	-10
[37] CC1=NN(C(=O)CCc2ccc3c(c2)OCO3)C(O)(C(F)(F)F)C1 (configuration not stated)
 : 1	-0.8	1	1	0	-7	-4	-0.7	5
[38] CCOC(=O)C1CN(S(=O)(=O)c2cccc(C(F)(F)F)c2)c2cc(CC(=O)OC)ccc2O1 (configuration not stated)
 : -1	-0.4	5	27	-29	9	1	1.5	-7
[39] Cc1cccc(-n2c(N)cc(=O)nc2SC(C)C(=O)NC2CCCCC2)c1 (configuration not stated)
 : -3	0.5	/	1	-7	21	-3	1.4	-3
[40] FC(F)Sc1ccc(Nc2ncnc3nc[nH]c23)cc1
 : 2	0.6	-16	13	-19	-3	-11	0.5	-19
[41] C/C(=N\Nc1ccccc1)c1cccc(N)c1
 : -4	0.1	-6	2	-1	10	-1	0.3	-2
[42] Cc1ccccc1OCCSCc1nc2ccccc2[nH]1
 : -2	-1.9	16	8	-30*	10	-9	-2.6	-6
[43] O=S(=O)(c1ccc(F)cc1)n1ccc2cccnc21
 : 3	-0.3	2	-1	8	-6	3	-0.5	28
[44] O=C(Nc1cc([N+](=O)[O-])ccc1O)c1cccc(C(=O)Nc2cc([N+](=O)[O-])ccc2O)c1
 : 1	-0.9	12	2	13	3	3	-1.1	-9
[45] C=CCOc1c(/C=N\NC(N)=O)cccc1OC
 : 5	/	-1	3	3	/	-3	0.5	/
[46] CN(c1ccc(C(=O)N2CCN(Cc3ccccc3)CC2)cc1)S(=O)(=O)c1ccccc1
 : -7	67*	-40	4	-23	61*	-21	-2.5	-24
[47] CN1CCN(NC(=O)c2cccc(C(F)(F)F)c2)CC1
 : 5	1.1	-9	2	-7	-8	-2	0.4	-5
[48] O=C(Nc1nccs1)c1cc(-c2ccccc2)nc2ccccc12
 : 3	0.0	-12	1	-10	-3	-3	0.1	-1
[49] O=S(=O)(NCCN1CCOCC1)c1ccc(F)c(Cl)c1
 : -3	1.0	-8	2	4	7	-2	0.2	-5
[50] Cc1ncoc1C(=O)N1CCCC(C(=O)c2ccc(C(F)(F)F)cc2)C1 (configuration not stated)
 : 0	0.2	-4	5	25	4	0	0.1	6
[51] COC(=O)c1ccc(CN2CCC(CO)(Cc3cccc(OC)c3)CC2)cc1
 : -2	-0.7	-8	1	5	37*	0	0.7	-12
[52] CCCc1nnc(-c2cc(OC)c(OC)c(OC)c2)o1
 : 1	-1.0	22	-1	7	30*	6	0.5	9
[53] CCOC(=O)c1c(C)[nH]c(C)c1S(=O)(=O)N1CCCC(C(=O)Nc2ccc(C)cn2)C1 (configuration not stated)
 : 2	-0.3	/	3	-12	/	-3	-0.3	-8
[54] C=CCn1cnc2c(c1=O)c1nc3ccccc3nc1n2-c1ccc(C)cc1
 : -3	-1.3	/	-3	-7	-2	-6	-0.3	-4
[55] CCOC(=O)C1CCN(c2c(NCCCN(CC)Cc3ccccc3)c(=O)c2=O)CC1
 : 1	0.2	-14	6	6	-1	-7	0.0	-2
[56] CCNc1nc2nc3ccc(C)cn3c(=O)c2cc1C(=O)NCC1CCCO1 (configuration not stated)
 : 19	0.6	-4	-2	-3	7	4	0.4	0
[57] COc1cccc2cc(C(=O)NCc3ccccc3Cl)c(=O)oc12
 : -1	0.8	3	4	2	0	0	-0.1	7
[58] COc1ccc(N2C(=O)CC(N(C)CCc3ccc(OC)c(OC)c3)C2=O)cc1 (configuration not stated)
 : 15	0.4	-5	3	10	4	5	0.0	6
[59] COCCN1CCCC(CNCc2cn(C)nc2-c2ccc(Oc3ccccc3)cc2)C1 (configuration not stated)
 : -3	1.0	3	13	0	-15	1	3.0	0
